MITF TRPM1 inh: MITF TRPM1 promoter inhibition in SK-MEL-5 cells | SK-MEL-5 TRPM1 promoter luciferase, 24 h | inhibition, % at 12.5 µM | hit rate 0.83% among 330,000;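 active means mean inhibition across replicates of 60% or more, whatever share of single replicates reaches that level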; further: values of inactives mirror those of a sister screen read the other way
CF NFkB inh: inhibitors of cystic fibrosis induced NF-kB | KKLEB NF-kB-GFP reporter, PAF-induced, GFP fluorescence overnight | inhibition, % at 5 µM | hit rate 0.86% among 360,000;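 active means at least 50% inhibition at 5 µM, scaled per plate between neutral and stimulator controls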;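 further: PAF is a Pseudomonas aeruginosa culture filtrate used as stimulus; plate controls were PAF-stimulated DMSO wells for no effect and unstimulated DMSO wells for full effect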
NR2E3 ag-1: activates human photoreceptor nuclear receptor NR2E3; Q9Y5X4; GST-NR2E3/biotin-RetCOR TR-FRET, 1536-well; inhibition of corepressor binding, % at 4.78 µM; hit rate 0.12% among 320,000; AID 2300;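 active means percent inhibition above the cutoff of mean plus 3 SD of all tested compounds, set per screening campaign, cut at about 20% in these data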;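 further: 0% = DMSO wells and 100% = biotin wells as full block of FRET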
Target sequence (Q9Y5X4 whole entry, looked up): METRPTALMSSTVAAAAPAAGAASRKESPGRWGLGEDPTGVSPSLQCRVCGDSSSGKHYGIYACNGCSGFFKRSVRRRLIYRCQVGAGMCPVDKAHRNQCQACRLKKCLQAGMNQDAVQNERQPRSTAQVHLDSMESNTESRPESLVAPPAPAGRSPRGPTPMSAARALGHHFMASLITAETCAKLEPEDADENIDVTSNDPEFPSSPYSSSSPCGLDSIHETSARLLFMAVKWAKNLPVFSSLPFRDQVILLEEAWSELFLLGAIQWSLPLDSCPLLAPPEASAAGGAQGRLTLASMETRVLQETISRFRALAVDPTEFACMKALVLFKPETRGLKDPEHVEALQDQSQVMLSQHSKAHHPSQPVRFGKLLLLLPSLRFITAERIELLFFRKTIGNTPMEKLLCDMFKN
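Test system – NR2E3–RetCOR corepressor complex · Quantity – NR2E3 fusion 1.35 nM · Buffer or medium – Tris pH 7.5 · Incubation – Compound–protein incubation for 5 h at 4 °C · Technique – TR-FRET, Eu(K)-anti-GST donor, streptavidin-D2 acceptor, ex 340, em 617/671 nm · Evaluation – percent inhibition of 671/617 nm emission ratio versus biotin and DMSO controls · Plate – 1536-well format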
Shn3 3UTR inh: reduces Shn3 3'UTR luciferase signal in osteoblasts; Clone20 osteoblast Shn3 3'UTR firefly luciferase, 24 h; inhibition, % at 12.5 µM; hit rate 0.52% among 360,000;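 active means mean inhibition of at least 75% with every replicate also reaching 75%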;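 further: 0% = median of neutral control wells and 100% = pilot-screen positive control compound; some compounds past the cut are filed as inactive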
NR2E3 ag-2: activates human NR2E3 receptor; CHO-S Gal4-NCOR/VP16-NR2E3 two-hybrid, luciferase; inhibition of corepressor binding, % at 3.98 µM; hit rate 0.35% among 360,000; AID 602229;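 active means inhibition above the mean of all tested compounds plus 3 SD, cut at about 70% in these data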;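 further: 0% = DMSO with NR2E3 transfected cells and 100% = cells lacking NR2E3 construct; higher means lower luciferase signal from less NR2E3 corepressor binding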
TWEAK-Fn14 inh: TWEAK-Fn14 signaling inhibition | TWEAK-stimulated Fn14 reporter cells, luciferase luminescence, 8 h | AID 1159606 | inhibition, % at 10 µM | hit rate 2% among 360,000; in the data active means inhibition above about 50%
TRAIL sens C8: caspase-8 TRAIL sensitization. inhibition (viability loss, TRAIL sensitization), % at 10 µM. hit rate 1% among 360,000. NB7+C8 cells + TRAIL, ATPlite viability luminescence;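 active means compounds causing at least 50% loss of cell viability in the single-dose screen, relative to plate controls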
HIF-2a inh: inhibitors of HIF-2a; 786-0 RCC cells HIF-2a reporter, luciferase luminescence, overnight; inhibition, % at 18.8 µM; hit rate 0.72% among 360,000; AID 624352;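 active means inhibition of the luminescence signal of 40% or more relative to plate controls, in a single-dose primary screen at 18.75 µM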
KKLEB tox: counter-screen for CF NF-kB inhibitors: cytotoxicity | activity change (cytotoxicity), % at 5 µM | hit rate 0.36% among 360,000 | KKLEB CF airway cells viability, ATPlite luminescence, overnight; active compounds read low; cells stimulated with P. aeruginosa culture filtrate;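 active means corrected activity change at or below -50% at 5 µM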
TROY signal inh: blocks TROY-dependent signaling in reporter cells; Q293 LMP1-TROYcd NF-kB luciferase reporter, 4 h; inhibition, % at 10 µM; hit rate 0.98% among 360,000;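 active means compounds whose plate-normalised and pattern-corrected inhibition of the luciferase reporter signal at the single screening dose is 50% or more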
Peg3 prom inh: reduces Peg3 promoter-driven luciferase expression in HeLa | HeLa PEG-Prom luciferase reporter, luminescence, overnight | inhibition, % at 20 µM | hit rate 1.7% among 360,000 | AID 588405;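 active means inhibition of at least 50% at 20 µM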
* = called active by the depositor; x = not tested or not shown. Only part of the results is shown; count on the stated rates, not on these rows.

SMILES	MITF TRPM1 inh	CF NFkB inh	NR2E3 ag-1	Shn3 3UTR inh	NR2E3 ag-2	TWEAK-Fn14 inh	TRAIL sens C8	HIF-2a inh	KKLEB tox	TROY signal inh	Peg3 prom inh
Cc1ccc(NC(=O)CSc2nc(C)c(C)c(C)n2)c([N+](=O)[O-])c1	-1.6	3.8	-5.3	-9.9	11.8	-4.0	5.0	9.9	11.6	-9.7	12.0
Cc1cc(NC(=O)/C=C/c2ccc(Br)cc2)no1	-37.0	5.0	-8.3	4.7	-8.8	-44.7	21.8	-90.5	-2.7	-37.8	-52.4
Cc1ccc2c(c1)cc(CN(Cc1ccc3c(c1)OCO3)C(=O)c1cnccn1)c1nnnn12	0.4	-1.7	2.5	2.6	-21.8	-13.6	14.2	9.9	-4.6	-2.9	9.9
COC(=O)c1ccc(C(=O)OC)c(NC(=O)C(C)(C)C)c1	7.4	-12.2	-0.2	-1.1	-15.5	18.2	27.4	7.6	6.1	0.5	6.8
Cc1cccc(N(C(=O)Cn2nnc3ccccc32)C(C(=O)NC(C)(C)C)c2ccsc2)c1C (stereo unspecified)	-2.2	-10.6	3.6	-1.0	-1.0	20.4	1.9	-28.5	11.4	5.7	15.5
Cc1ccc2[nH]cc(S(=O)(=O)c3ccc(F)cc3)c(=O)c2c1	2.8	7.6	0.8	17.7	17.7	25.6	14.7	6.4	0.2	20.3	8.0
CCOc1ccc(NC(=O)NC(=O)N(C)S(=O)(=O)c2ccc(C)cc2)cc1	11.3	-24.7	5.2	8.5	13.3	11.7	0.4	-0.3	10.8	-4.4	-0.1
O=C(COC(=O)CSc1ccc(F)cc1)NNC(=O)c1ccc([N+](=O)[O-])cc1	11.8	13.3	1.5	3.4	9.6	-31.0	20.7	12.9	-0.7	-6.1	-2.9
N/C(=N\OC(=O)c1ccc(OCC(F)(F)F)nc1)c1ccc(Cl)cc1	1.4	8.6	1.6	1.1	-3.8	-9.0	23.2	-82.0	-3.2	2.6	-56.0
CN(CC(=O)Nc1ccc(F)cc1)C(=O)CSc1nncs1	0.9	28.5	2.7	-0.9	-17.7	16.9	11.1	-8.5	-24.9	1.5	-7.7
CC(C)(C)C1CCC2(CC1)C(C#N)=C(SCC(=O)Nc1ccccc1)NC(=O)C2C#N (stereo unspecified)	15.3	33.7	-5.0	19.4	100.4*	30.5	12.4	12.3	-30.6	42.0	43.0
COc1ccc(N2C(=O)c3ccccc3NC2c2cccnc2)cc1 (stereo unspecified)	-3.6	37.9	-3.3	-7.6	-53.6	-20.0	11.3	-89.4	8.5	-26.3	-5.7
C=C(C)c1cccc(C(C)(C)NC(=O)NC2CCN(Cc3ccccc3)CC2)c1	-4.0	1.3	0.7	-4.4	6.3	7.1	-5.0	12.7	-1.3	9.8	-3.3
O=C(CSc1nc(=O)n2cc(Cl)ccc2n1)Nc1cccc2ccccc12	24.6	7.2	x	-19.3	6.2	0.5	-2.8	9.1	-8.6	-6.1	5.9
Cc1nc2ccccc2c(=O)n1NC(=O)Cc1ccc([N+](=O)[O-])cc1	-1.3	5.0	-1.3	-22.5	-18.1	-7.8	-7.6	11.9	-9.3	1.3	-2.4
O=C(N/N=C\c1cc(Br)ccc1O)c1ccc(S(=O)(=O)N2CCCCC2)cc1	74.3*	21.9	3.0	91.2*	4.2	35.7	31.9	14.3	-18.7	26.0	28.7
COC(=O)CN1C(=S)N(Cc2ccccc2)C(=O)C1CC(=O)Nc1ccc(Br)cc1 (stereo unspecified)	8.8	19.6	2.0	1.2	8.0	15.8	-8.4	-0.8	3.6	-0.1	18.9
CC(C)(C)c1cc2ncnc(N3CCCCC3)c2s1	1.9	-2.2	-2.7	0.5	-33.7	-27.2	-0.2	5.3	-9.0	-7.5	6.1
CC1CCN(S(=O)(=O)c2ccc3c(c2)c(=O)c(C(=O)NC2CCCC2)cn3C)CC1	2.2	6.2	2.3	12.9	-6.1	16.9	7.1	6.4	4.2	-10.5	32.8
Cc1ccc(NC(=O)C2CCN(S(=O)(=O)c3ccc4c(c3)oc(=O)n4C)CC2)cc1	5.1	-7.3	4.5	-11.4	-22.1	0.6	-11.0	7.4	-1.4	9.8	-5.5
CC(NS(=O)(=O)c1ccc(NC(=O)N2CCCCC2)cc1)c1ccccc1 (stereo unspecified)	-1.0	6.4	-0.7	1.9	6.6	15.2	-3.4	9.9	-7.3	8.7	17.9
C/C=C(\C)C(=O)OC1[C@H](OC(C)=O)C2(CO)C(CC1(C)C)C1=CCC3C4(C)CCC(O[C@@H]5O[C@H](C(=O)O)[C@@H](O[C@@H]6O[C@H](CO)[C@@H](O)[C@H](O)[C@H]6O)[C@H](O)[C@H]5O[C@H]5O[C@H](CO)[C@@H](O)[C@H](O)[C@H]5O)[C@](C)(CO)C4CCC3(C)[C@]1(C)C[C@H]2O (stereo partly specified)	97.5*	90.7*	x	57.7	105.8*	15.5	89.0*	93.1*	-89.3*	87.1*	104.5*
O=c1oc2ccccc2c(O)c1CN1CCCCC1	7.8	8.0	0.9	-8.4	12.4	0.8	7.2	9.0	2.0	8.8	5.6
Nc1nc(C23CC4CC(CC(Cl)(C4)C2)C3)cs1	2.3	-3.2	-0.2	4.7	-10.6	3.7	0.7	14.6	-5.1	6.4	16.9
Cn1c(C(=O)NCC2CCCO2)cc2c(=O)n(C)c3ccccc3c21 (stereo unspecified)	8.2	-13.6	3.1	-2.8	6.6	-11.0	-2.4	-0.5	17.2	-4.1	5.0
COc1ccccc1C(=O)Nc1ccc(C(=O)N2CCCCC2)cc1	6.4	-0.1	1.6	-9.3	-2.1	3.4	13.2	-54.3	5.1	-29.6	-21.2
CCNC(=S)N(Cc1ccco1)Cc1cc2cc(OCC)ccc2[nH]c1=O	10.2	-3.6	-0.7	-3.5	-12.0	12.9	-8.8	12.4	0.6	-5.8	7.3
Fc1cccc(-c2cc3nc4c(c(NCc5ccco5)n3n2)CCCC4)c1	-71.4	-20.8	4.3	-12.3	-151.9	43.9	49.9	-286.0	-3.6	-16.5	-286.9
O=C(NCCNC(=O)c1cnccn1)c1cccc(Cl)c1	7.8	-7.1	3.0	-14.7	-7.0	19.0	-22.3	13.3	1.5	9.9	10.8
O=C(Cn1nnc2ccccc2c1=O)N[C@@H](Cc1ccccc1)C(=O)O	-1.9	3.3	1.1	-10.7	12.5	-3.4	10.7	-2.2	-0.1	-7.2	2.3
COc1cccc(N/C(SCc2cccc([N+](=O)[O-])c2)=C(/C#N)C(N)=O)c1	14.2	-2.9	4.5	-5.3	-31.5	29.4	-3.6	4.3	-3.9	-7.6	10.7
Nc1nc(SCC(=O)N2CCCc3ccccc32)n[nH]1	19.3	-3.0	x	-15.4	-7.0	10.0	0.2	4.3	3.2	-8.6	-5.1
CN1CCC(OC(=O)c2cccc(Br)c2)CC1	0.8	9.1	-2.3	-9.0	-9.1	-2.3	10.5	-6.3	-2.0	4.1	-6.5
O=C(NC1CCCC1)C(=O)N(Cc1cccnc1)C(C(=O)NC1CCCC1)c1ccco1 (stereo unspecified)	x	-6.6	-2.4	0.4	-5.6	-7.2	-7.5	8.4	-1.0	0.0	1.6
O=C(Nc1ccccc1O)c1cccc(S(=O)(=O)N2CCOCC2)c1	3.7	17.5	3.7	-10.9	-12.1	-6.3	1.2	10.5	2.7	-2.1	-0.5
C1=C(c2cn(-c3nc4ccccc4s3)nn2)CCCC1	x	x	x	x	-141.3	44.7	26.4	-163.2	x	11.8	x
CCCC(=O)Nc1c2c(nc3ccccc13)N(c1ccccc1)CC2	-3.9	4.8	-0.9	4.9	-15.9	7.6	-5.2	4.3	-11.6	-18.1	3.6
CN(C)c1ccc(P(=O)(OCc2ccccc2)C(O)c2ccncc2)cc1 (stereo unspecified)	-2.1	-0.5	2.0	-17.3	7.5	-12.4	-5.3	13.1	3.6	-10.9	14.7
Cc1[nH]c(=O)[nH]c(=O)c1CSc1nnc([C@@H](NC(=O)OC(C)(C)C)C(C)C)o1	-0.3	7.3	-1.6	7.9	1.8	21.0	-2.9	13.1	1.9	x	12.3
CC(NC(=O)/C(C#N)=C/c1cn(-c2ccccc2)nc1-c1ccc(F)cc1)c1ccccc1 (stereo unspecified)	-4.9	9.4	-2.5	7.0	-9.3	-32.6	-14.8	7.9	-7.0	4.5	11.7
COc1cccc(NC(=S)N2CCN(S(C)(=O)=O)CC2)c1	-0.9	-14.2	x	6.9	-10.2	-5.7	-2.0	-12.3	14.1	-12.8	18.2
O=S1(=O)N=C(Oc2ccccc2)c2ccccc21	-3.5	1.8	-2.7	-7.2	-9.0	1.5	2.1	18.6	10.4	0.9	2.2
COc1ccc(OCc2n(CC(=O)OC3CC(C)CCC3C(C)C)c3ccccc3[n+]2C)cc1 (stereo unspecified)	81.7*	64.3*	-3.8	-3.3	4.3	41.8	32.9	95.2*	-52.9*	47.1	100.0*
COc1nccc(C(F)(F)F)c1C(=O)Nc1ccc(Cl)cc1	-4.6	-7.6	-1.8	12.1	-1.4	4.9	-14.3	17.8	1.2	-12.6	2.9

Two successive records already listed:
SMILES	MITF TRPM1 inh	CF NFkB inh	NR2E3 ag-1	Shn3 3UTR inh	NR2E3 ag-2	TWEAK-Fn14 inh	TRAIL sens C8	HIF-2a inh	KKLEB tox	TROY signal inh	Peg3 prom inh
Cc1[nH]c(=O)[nH]c(=O)c1CSc1nnc([C@@H](NC(=O)OC(C)(C)C)C(C)C)o1	-0.3	7.3	-1.6	7.9	1.8	21.0	-2.9	13.1	1.9	x	12.3
CC(NC(=O)/C(C#N)=C/c1cn(-c2ccccc2)nc1-c1ccc(F)cc1)c1ccccc1 (stereo unspecified)	-4.9	9.4	-2.5	7.0	-9.3	-32.6	-14.8	7.9	-7.0	4.5	11.7
